NF-kB neuron act: compounds increasing NF-kB expression in human neuronal cells | NF-kB reporter expression; active compounds read high | AID 1239 | 190,000 tested, 1.6% active | fold change at 12.5 µM; in the data active means fold change above about 3.3
FLuc inhib CS: inhibits firefly luciferase, flagging false hits in luciferase inhibition screens; 200,000 tested, 1.5% active; ATPLite firefly luciferase biochemical luminescence, 10 min; AID 1006; inhibition, % at 10 µM;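 active means inhibition above about 50% when tested at 10 µM, limit read from the data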
Target sequence (P08659 whole entry, looked up): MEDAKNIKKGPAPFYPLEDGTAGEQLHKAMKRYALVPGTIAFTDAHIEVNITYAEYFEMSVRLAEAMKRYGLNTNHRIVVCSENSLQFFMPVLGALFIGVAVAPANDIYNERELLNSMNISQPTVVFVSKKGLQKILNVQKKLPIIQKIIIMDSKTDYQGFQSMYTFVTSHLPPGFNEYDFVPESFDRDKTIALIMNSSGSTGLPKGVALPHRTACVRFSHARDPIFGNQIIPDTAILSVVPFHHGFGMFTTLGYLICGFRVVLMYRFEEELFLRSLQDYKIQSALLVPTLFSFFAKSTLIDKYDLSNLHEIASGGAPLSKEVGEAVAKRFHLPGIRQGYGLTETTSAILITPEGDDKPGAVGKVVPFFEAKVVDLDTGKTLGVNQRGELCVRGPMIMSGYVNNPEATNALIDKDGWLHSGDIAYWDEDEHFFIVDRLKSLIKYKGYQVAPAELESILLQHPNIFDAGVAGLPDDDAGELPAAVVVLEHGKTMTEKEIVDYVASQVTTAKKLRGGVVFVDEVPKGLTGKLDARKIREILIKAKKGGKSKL
STAT1 inh: STAT1 signaling inhibition. 200,000 tested, 0.35% active. NIH 3T3 STAT1-luciferase reporter, IFN-gamma, luminescence. inhibition, % at 5.5 µM. AID 920;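 active means inhibition above a set limit, the mean inhibition across all tested compounds plus 3 SD, cut at about 34% in these data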;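 further: 0% = IFN-gamma with DMSO and 100% = IFN-gamma with 300 µM nifuroxazide; values of inactives mirror those of a sister screen read the other way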
STAT3 blocker: reduces IL-6 driven STAT3 reporter signal; 190,000 tested, 0.89% active; U3A cells, IL-6 STAT3-luciferase reporter, luminescence; host cell line lacks STAT1; inhibition, % at 5.5 µM;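 active means inhibition above the mean inhibition across all screened compounds plus 3 SD, cut at about 44% in these data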;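 further: 0% = DMSO only wells and 100% = 100 µM nifuroxazide control wells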
APP 5'UTR act: APP 5'UTR luciferase reporter activation; activation, % at 2 µM; SH-SY5Y APP 5'UTR luciferase reporter, luminescence; zero percent = DMSO vehicle wells; 190,000 tested, 1% active; AID 1276;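 active means activation above a set limit, based on mean plus 3 SD of controls, cut at about 140% in these data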; further: values of inactives mirror those of a sister screen read the other way
STAT3 act: increases IL-6 driven STAT3 reporter signal; U3A cells, IL-6 STAT3-luciferase reporter, luminescence; 100% = signal with IL-6 EC80 alone; activation (% of control), % at 5.6 µM; 190,000 tested, 0.91% active;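 active means activation above the screen-wide mean of compound activation plus 3 SD, cut at about 130% in these data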;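 further: 0% = background luminescence of wells with medium and substrate only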
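Test system: STAT3-luciferase reporter U3A cells; Detection: reporter luminescence signal; Times: 1 h compound pre-exposure, 6 h IL-6 stimulation, 37 °C; Benchmarks: IL-6-only high control; Also added: IL-6 stimulus at 33 ng/mL final.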
RAM inhibit: yeast RAM network inhibition. S. cerevisiae dse1pr::URA3 reporter, 5-FOA growth OD615, 2 d; analog-sensitive cbk1-as2 kinase mutant strain. inhibition, % at 50 µM. 190,000 tested, 1.8% active;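 active means inhibition above a set limit, 3 SD over mean compound inhibition, cut at about 8.4% in these data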;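 further: 0% = DMSO-only wells with no growth and 100% = 10 µM 1-NA-PP1 full growth; inhibition rescues growth on 5-FOA so higher OD means more RAM inhibition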
Hsp70 act: Hsp70 transcriptional activation, primary screen; HeLa Hsp70 promoter luciferase reporter, luminescence; scaled: vehicle 0, proteasome-inhibitor control 100%; activation, % at 10 µM; 200,000 tested, 0.04% active; AID 1203;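 active means activation above the mean across all tested compounds plus 3 SD, cutoff set per campaign, cut at about 5.5% in these data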;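 further: 100% = MG132 at 30 µM as the positive control and 0% = DMSO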
STAT1 act: increases IFN-gamma driven STAT1 reporter signal. activation (% of control), % at 5.5 µM. NIH 3T3 STAT1-luciferase reporter, luminescence; 100% = IFN-gamma alone, no compound. 200,000 tested, 2.6% active;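 active means activation above the screen-wide mean activation plus 3 SD, cut at about 130% in these data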;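 further: raw ratio to IFN-gamma control signal so 100% means no change and 0% no light; values of inactives mirror those of a sister screen read the other way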
APP transl inh: APP translation inhibition; SH-SY5Y APP 5'UTR-luciferase reporter, luminescence; inhibition, % at 2 µM; 190,000 tested, 0.82% active; AID 1285;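 active means inhibition above a set limit, derived from the sample mean plus 3 SD, cut at about 45% in these data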; further: values of inactives mirror those of a sister screen read the other way
The depositor's hits bear a star; / = not tested or not shown. Compounds were not picked by outcome. About 7.7% of those tested had a hit in this group.

SMILES | NF-kB neuron act | FLuc inhib CS | STAT1 inh | STAT3 blocker | APP 5'UTR act | STAT3 act | RAM inhibit | Hsp70 act | STAT1 act | APP transl inh
Cc1c(C#N)c2ncn(CCCN(C)C)c(=O)c2n1-c1ccccc1 | 1.4 | -6 | 3 | -2 | 5 | 106 | 1.8 | -0.2 | 97 | -5
C(/CCc1ccccc1)=N\n1cnnc1 | 1 | -6 | -10 | -7 | 2 | 106 | 0.8 | -0.3 | 109 | -2
CC(C)(C)C(=O)NCCc1nc2ccccc2n1CC(=O)c1ccccc1 | 1.1 | -12 | 2 | 0 | 0 | 100 | 0.6 | -0.2 | 98 | 0
Cc1onc(-c2c(F)cccc2Cl)c1C(=O)Nc1cccc2nsnc12 | 1.1 | -8 | 2 | 15 | -7 | 90 | 1.9 | 0.1 | 98 | 7
CCn1cc([N+](=O)[O-])c(C(=O)Nc2c(C)nn(Cc3c(F)c(F)c(F)c(F)c3F)c2C)n1 | 0.97 | -2 | 6 | 8 | 8 | 99 | 1.7 | 0.2 | 95 | -8
CNc1ccccc1C(C)(C)c1cc(-c2ccco2)n[nH]1 | 1.2 | -5 | 9 | 11 | 4 | 93 | 1.0 | -0.2 | 92 | -4
O=C(/C(=N/N=C/c1ccc(O)c(O)c1O)c1ccccc1)c1ccccc1 | 0.62 | 2 | -2 | 4 | -20 | 99 | 17* | -0.2 | 102 | 20
COc1ccc(S(=O)(=O)Nc2nnc(C(C)C)s2)cc1 | 1.3 | -5 | 13 | -3 | 2 | 105 | -0.8 | -0.6 | 88 | -2
CCCCOc1ccc(C(=O)NCCCC(=O)N2CCCCC2)cc1 | 0.94 | -8 | 8 | 0 | -8 | 103 | 0.3 | 0.2 | 93 | 8
O=C1CCCc2ccccc2N1Cc1ccccc1 | 0.98 | -1 | -5 | 9 | 9 | 96 | -0.9 | -0.2 | 102 | -9
CCN(CC)C(=O)c1cncc(C(=O)N(CC)CC)c1-c1ccccc1 | 0.94 | 0 | 10 | 12 | -11 | 95 | 0.2 | -0.2 | 92 | 11
CCCOC(=O)/C(=C\C=C\c1ccccc1)NC(=O)c1ccccc1 | 1 | -6 | 3 | 5 | 7 | 98 | 2.4 | -0.1 | 96 | -7
O=C(CSc1ccc(Cl)cc1)N1CCC(c2nc3ccccc3s2)CC1 | 0.91 | -6 | -2 | 14 | 4 | 92 | 5.0 | -0.3 | 102 | -4
O=C(NC1CCCc2ccccc21)C1CCN(S(=O)(=O)c2ccccc2F)CC1 (stereo not drawn) | 0.79 | -5 | 0 | -4 | 15 | 101 | 0.7 | -0.2 | 100 | -15
CCn1cc(/C=N\NC(=O)c2ccc(Cl)cc2)cn1 | 1.1 | -1 | -12 | 8 | -4 | 100 | -0.4 | -0.2 | 111 | 4
CCOc1ccc(N2C(=O)CC(N3CCN(c4ccccc4F)CC3)C2=O)cc1 (stereo not drawn) | 0.93 | -7 | -3 | 5 | -8 | 101 | 4.1 | -0.2 | 103 | 8
CC(=O)c1cccc(NC(=S)NC(=O)c2ccccc2)c1 | 3.8* | 34 | -37 | 8 | 71 | 93 | -0.5 | 1.9 | 133* | -71
S=C(NCCc1ccccc1)NCC1CCCO1 (stereo not drawn) | 1.2 | 3 | -10 | -7 | 16 | 109 | 0.0 | 0.0 | 109 | -16
CCN(CC)S(=O)(=O)c1cccc(-c2n[nH]c(=S)n2Cc2ccccc2)c1 | 0.93 | -2 | 2 | -2 | 17 | 107 | 1.4 | -0.2 | 98 | -17
N#Cc1ccsc1NC(=O)CSc1ncn[nH]1 | 1.2 | 0 | -7 | 8 | -28 | 96 | 2.9 | 0.7 | 109 | 28
COc1c(C)cc(Br)cc1C(=O)Nc1ccc(C)cc1[N+](=O)[O-] | 0.87 | -7 | -10 | -1 | -4 | 101 | 1.5 | -0.3 | 109 | 4
COCCn1c(C)cc(C(=O)CSc2ncn[nH]2)c1C | 1.5 | 4 | -8 | -3 | 7 | 107 | 0.4 | -0.2 | 108 | -7
CC1=C(C(=O)OC2CCCCC2)C(c2ccc(C)o2)C2=C(CCCC2=O)N1 (stereo not drawn) | 0.98 | -5 | 5 | 4 | 39 | 99 | 2.3 | 0.1 | 96 | -39
COc1ccc(NC(=O)CSc2nc3ccsc3c(=O)n2CCCCCC(=O)O)cc1 | 1.1 | -4 | 8 | -4 | 9 | 104 | 11* | -0.1 | 93 | -9
COc1cccc(CN2C(=O)CCC2(C)C(=O)NC2CCCCC2)c1 (stereo not drawn) | 1 | -6 | 9 | 3 | -4 | 98 | 4.7 | -0.3 | 92 | 4
O=C1CC(c2ccccc2)NC(=O)N1 (stereo not drawn) | 1 | -1 | 1 | 0 | 7 | 105 | -0.7 | -0.2 | 100 | -7
CCN(CC)c1ccc(/C=N/N=C(N)N)c(O)c1 | 2.2 | -2 | 10 | -7 | -92 | 110 | 2.6 | 0.2 | 88 | 92*
COc1ccc(OC)c(-n2nnnc2SCC(=O)Nc2nc(C)c(C)s2)c1 | 1.1 | -4 | 7 | 8 | 13 | 97 | 4.1 | -0.4 | 94 | -13
O=C(CCSc1ccccc1)Nc1ncccn1 | 1.1 | -11 | -3 | -5 | 6 | 105 | 0.0 | -0.1 | 103 | -6
O=c1[nH]c(C(F)(F)F)nc2c1nnn2Cc1ccccc1F | 1.1 | -8 | 7 | -8 | -4 | 106 | 0.3 | -0.2 | 94 | 4
COCCNc1ncnc2c1cnn2-c1ccc(Cl)cc1 | 7.4* | 21 | -62 | 25 | 197* | 85 | -0.3 | 0.2 | 156* | -197
CCN(CC)CCP(=O)(c1ccccc1)c1ccccc1 | 1 | -6 | 3 | 3 | -15 | 99 | 1.2 | -0.2 | 97 | 15
O=C(c1cc(Cl)ccc1[N+](=O)[O-])n1cnc2ccccc21 | 1.1 | -6 | 7 | 9 | 7 | 94 | 1.9 | -0.2 | 94 | -7
CCOc1cc2[nH]c(=O)n(CCCCC(=O)NCc3ccco3)c(=O)c2cc1OCC | 0.82 | -2 | 3 | -6 | -2 | 111 | 4.6 | 0.3 | 98 | 2
O=C(CSc1nnc(SCc2ccccc2)s1)NNC(=S)Nc1ccccc1 | 1 | 11 | -6 | 1 | -10 | 98 | 10* | 0.0 | 106 | 10
O=C(CN(Cc1ccccc1)C(=O)c1csnn1)NCc1ccccc1 | 1.1 | -7 | -6 | 8 | -4 | 97 | 1.0 | -0.3 | 105 | 4
O=C1Nc2ccccc2C12OCCCO2 | 1.5 | -2 | 1 | 5 | 5 | 100 | 1.2 | -0.1 | 100 | -6
Cc1cccc(/C(N)=N/OC(=O)c2ccc3c(c2)OCO3)c1 | 4.3* | 97* | -50 | 33 | 192* | 71 | 1.6 | -0.1 | 145* | -192
O=[N+]([O-])c1cc(C(F)(F)F)ccc1Sc1ccccn1 | 1.2 | -2 | -2 | -6 | 9 | 103 | -0.7 | 0.1 | 102 | -9
Nc1ccc(-n2nnnc2-c2ccco2)cc1 | 1.2 | -6 | 1 | 7 | -1 | 96 | -0.2 | -0.1 | 99 | 1

Arranged by molecular weight (largest number first): part of the list above
SMILES | NF-kB neuron act | FLuc inhib CS | STAT1 inh | STAT3 blocker | APP 5'UTR act | STAT3 act | RAM inhibit | Hsp70 act | STAT1 act | APP transl inh
COc1c(C)cc(Br)cc1C(=O)Nc1ccc(C)cc1[N+](=O)[O-] | 0.87 | -7 | -10 | -1 | -4 | 101 | 1.5 | -0.3 | 109 | 4
CC(C)(C)C(=O)NCCc1nc2ccccc2n1CC(=O)c1ccccc1 | 1.1 | -12 | 2 | 0 | 0 | 100 | 0.6 | -0.2 | 98 | 0
O=C(c1cc(Cl)ccc1[N+](=O)[O-])n1cnc2ccccc21 | 1.1 | -6 | 7 | 9 | 7 | 94 | 1.9 | -0.2 | 94 | -7
COCCn1c(C)cc(C(=O)CSc2ncn[nH]2)c1C | 1.5 | 4 | -8 | -3 | 7 | 107 | 0.4 | -0.2 | 108 | -7
S=C(NCCc1ccccc1)NCC1CCCO1 (stereo not drawn) | 1.2 | 3 | -10 | -7 | 16 | 109 | 0.0 | 0.0 | 109 | -16
O=C(CCSc1ccccc1)Nc1ncccn1 | 1.1 | -11 | -3 | -5 | 6 | 105 | 0.0 | -0.1 | 103 | -6
Nc1ccc(-n2nnnc2-c2ccco2)cc1 | 1.2 | -6 | 1 | 7 | -1 | 96 | -0.2 | -0.1 | 99 | 1

The list goes on.
SMILES | NF-kB neuron act | FLuc inhib CS | STAT1 inh | STAT3 blocker | APP 5'UTR act | STAT3 act | RAM inhibit | Hsp70 act | STAT1 act | APP transl inh
COCCNC(=O)CN1C(=O)COc2ccc(Cl)cc21 | 1.2 | -9 | 10 | 19 | -1 | 84 | 0.1 | -0.1 | 91 | 1
CCC(=O)Oc1cccc(C(=O)Nc2ccc(-c3nnc(-c4ccco4)o3)cc2)c1 | 0.99 | -5 | -4 | 11 | 92 | 93 | 4.3 | 0.3 | 104 | -92
O=C(C1=C[C@@H](C2CCCCC2)C[C@@H](OCc2ccc(CO)cc2)O1)N1CCN(Cc2ccccc2)CC1 | 0.8 | -4 | -2 | / | -15 | / | -0.8 | -0.3 | 104 | 15
O=C(CN1CCN(c2nc(-c3ccc(Cl)cc3)cs2)CC1)NCc1ccco1 | 1.1 | 0 | -10 | -3 | -5 | 102 | 3.6 | -0.4 | 109 | 5
CCOC(=O)c1[nH]c2ccc(OC)cc2c1NC(=S)N1CCN(C(=O)OCC)CC1 | 1.4 | 1 | -4 | 0 | 13 | 100 | 2.3 | -0.3 | 104 | -13
CCCC(C)NC(=S)Nc1cc(C)cc(C)c1 (stereo not drawn) | 1.2 | -4 | 10 | 5 | 23 | 100 | 0.4 | -0.3 | 90 | -23
COC(=O)c1ccccc1NC(=O)N1c2ccccc2Sc2ccccc21 | 0.95 | -3 | 7 | -3 | 16 | 100 | 3.6 | -0.2 | 94 | -16
Cc1cc(S(=O)(=O)n2ccnc2)c(Cl)cc1Cl | 1.3 | -7 | 16 | 20 | -4 | 89 | 0.3 | -0.1 | 85 | 4
CC1CCc2c(sc3nc(SCC(=O)NCc4ccco4)nc(N)c23)C1 (stereo not drawn) | 1.2 | 22 | -2 | 13 | 1 | 92 | 2.1 | -0.3 | 102 | -1
CCCCN(CCCC)Cc1ccc(N)cc1 | 0.81 | -6 | 5 | -6 | 7 | 109 | 0.9 | -0.2 | 95 | -7
O=C(COc1ccc2c(c1)C(=O)CC1(CCCCC1)O2)NCc1ccccc1 | 1.4 | -8 | 2 | 11 | -5 | 94 | 12* | 0.0 | 98 | 5
CCSc1nnc2n(-c3ccc(OC)cc3)c(=O)c3c4c(sc3n12)CCCC4 | 1.1 | -4 | 8 | 20 | -13 | 86 | 1.5 | -0.2 | 93 | 13
Cc1ccn2c(NC3CCCCC3)c(C)nc2c1 | 0.76 | -1 | 3 | 3 | -11 | 102 | 2.0 | -0.1 | 97 | 11

In a second layout: entries from further up
mol	NF-kB neuron act	FLuc inhib CS	STAT1 inh	STAT3 blocker	APP 5'UTR act	STAT3 act	RAM inhibit	Hsp70 act	STAT1 act	APP transl inh
CC(C)(C)C(=O)NCCc1nc2ccccc2n1CC(=O)c1ccccc1	1.1	-12	2	0	0	100	0.6	-0.2	98	0
Cc1onc(-c2c(F)cccc2Cl)c1C(=O)Nc1cccc2nsnc12	1.1	-8	2	15	-7	90	1.9	0.1	98	7
